KCNQ1 block = inhibitors of human KCNQ1 channel, primary screen, cell-based, thallium flux, high-throughput. AID 2642, 2010. CHO-K1 KCNQ1, FluxOR thallium flux fluorescence; active compounds read high. B-score at 10 µM. Potassium voltage-gated channel subfamily KQT member 1 (Homo sapiens), P51787. actives 1.3% (n = 310,000);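 active = compounds whose thallium flux B-score, printed positive for inhibition, exceeds three library SD while starting fluorescence stays within three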;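 note: channel opened by potassium depolarization with thallium stimulus after 20 min compound exposure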
Target sequence (P51787 whole entry, looked up): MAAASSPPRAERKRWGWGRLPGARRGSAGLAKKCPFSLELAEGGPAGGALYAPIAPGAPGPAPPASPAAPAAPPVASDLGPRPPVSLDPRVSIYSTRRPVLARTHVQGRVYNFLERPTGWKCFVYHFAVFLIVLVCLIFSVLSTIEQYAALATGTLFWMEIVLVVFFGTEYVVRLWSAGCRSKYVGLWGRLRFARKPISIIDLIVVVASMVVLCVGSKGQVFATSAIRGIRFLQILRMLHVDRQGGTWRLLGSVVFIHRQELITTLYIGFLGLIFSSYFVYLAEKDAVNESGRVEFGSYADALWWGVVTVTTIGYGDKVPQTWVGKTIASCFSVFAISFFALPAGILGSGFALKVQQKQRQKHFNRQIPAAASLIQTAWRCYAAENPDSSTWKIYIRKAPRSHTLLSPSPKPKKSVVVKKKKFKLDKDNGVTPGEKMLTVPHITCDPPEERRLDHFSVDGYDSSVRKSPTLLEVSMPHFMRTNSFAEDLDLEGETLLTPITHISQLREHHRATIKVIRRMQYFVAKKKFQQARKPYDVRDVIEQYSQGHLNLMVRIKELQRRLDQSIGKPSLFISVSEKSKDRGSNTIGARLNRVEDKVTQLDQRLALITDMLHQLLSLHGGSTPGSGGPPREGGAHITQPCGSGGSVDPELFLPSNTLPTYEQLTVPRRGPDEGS
Dyrk1A ADPGlo = rat Dyrk1A kinase inhibitors, primary screen, biochemical, single point, plate reader; Dual specificity tyrosine-phosphorylation-regulated kinase 1A (Rattus norvegicus), Q63470; ADP-Glo luminescence, NFATc1 peptide; inhibition, % at 12.5 µM; actives 0.43% (n = 310,000); in the data active = inhibition above about 50%;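 note: plate controls were vehicle with enzyme for no effect and no enzyme for full effect; many of its hits are not listed in these tables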
hERG protect = hERG rescue from dofetilide block, primary screen, cell-based, CHO-hERG, FluxOR thallium flux, dofetilide IC70. Voltage-gated inwardly rectifying potassium channel KCNH2 (Homo sapiens), Q12809. dofetilide IC70 present. activation (rescue from dofetilide block), less the hit threshold, % at 10 µM. actives 0.51% (n = 310,000). AID 1511, 2009;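 active = activation above the mean of controls blocked by dofetilide plus 5 SD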;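 note: thallium influx through hERG after potassium depolarization seen as dye fluorescence rise; in these data hits start at about 4.7%; inactives centre near -7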
KCNQ1 pot = potentiators or activators of KCNQ1 channel, primary screen, cell-based, thallium flux, high-throughput. Potassium voltage-gated channel subfamily KQT member 1 (Homo sapiens), P51787. CHO-K1 KCNQ1, thallium flux FluxOR fluorescence; active compounds read high. B-score at 10 µM. actives 0.35% (n = 310,000). AID 2648, 2010;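 active = fluorescence ratio B-score, a plate-corrected score, at least three library SD, with initial intensity B-score within 5 SD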
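System: CHO-K1 cells stably expressing KCNQ1 / Medium: assay buffer for compound exposure, DMSO matched across wells / Reagent: thallium- and potassium-containing depolarizing buffer / Compound: one concentration, matched DMSO / Incubation: 20 min compound pretreatment at room temperature / Measured by: kinetic FluxOR fluorescence, 10 s baseline plus 110 s post-stimulus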
KCNK9 block = KCNK9 potassium channel inhibitors, primary screen, HEK293 cells, thallium flux; B-score at 10 µM; Potassium channel subfamily K member 9 (Homo sapiens), Q9NPC2; FluxOR thallium flux fluorescence; active compounds read low; actives 1.2% (n = 310,000);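 active = ratio B-score over 3 SD below the library mean, with starting fluorescence within 5 SD of its mean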;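 note: negative B-score means less thallium flux so channel inhibition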
RGS4 pot = RGS4 potentiators or activators, primary screen, cell-based, HEK293 M3R inducible RGS4, calcium flux; carbachol calcium flux Fluo4; active compounds read low; B-score at 10 µM; actives 0.92% (n = 310,000); AID 463111, 2010;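 active = B-score of the integrated calcium signal more than 4 SD below the library mean, with starting fluorescence not abnormally high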;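 note: negative B-score means reduced calcium response which marks RGS4 activation or potentiation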
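Detection: kinetic calcium fluorescence imaging with Fluo4-AM dye, 2 µM / Material: HEK293 cells with stable M3R and inducible RGS4 / Schedule: recording 10 s baseline at 1 Hz, 100 s post-agonist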
KCNK3 block = human KCNK3 channel inhibitors, primary screen, CHO cells, FluxOR thallium flux, B-score. Potassium channel subfamily K member 3 (Homo sapiens), O14649. FluxOR fluorescence; active compounds read low. AID 602410, 2012. B-score at 10 µM. actives 0.84% (n = 340,000);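 active = B-score under library mean minus 4 SD, starting fluorescence ratio at most library mean plus 5 SD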;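 note: more negative B-score means stronger inhibition of thallium flux through KCNK3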
Target sequence (O14649 whole entry, looked up): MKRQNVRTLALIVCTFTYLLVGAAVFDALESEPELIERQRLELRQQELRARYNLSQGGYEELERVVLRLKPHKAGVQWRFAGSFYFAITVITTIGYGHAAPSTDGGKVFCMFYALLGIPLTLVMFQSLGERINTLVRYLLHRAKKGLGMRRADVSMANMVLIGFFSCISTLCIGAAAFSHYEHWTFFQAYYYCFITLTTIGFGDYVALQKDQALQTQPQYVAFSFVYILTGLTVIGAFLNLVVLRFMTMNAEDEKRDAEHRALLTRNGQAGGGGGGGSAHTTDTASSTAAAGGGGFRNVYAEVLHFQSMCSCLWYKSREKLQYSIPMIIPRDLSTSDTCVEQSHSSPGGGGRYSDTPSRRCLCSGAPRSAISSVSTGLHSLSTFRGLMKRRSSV
PolyA inh = polyadenylation inhibitors in yeast reporter cells, primary screen, luminescence, S. cerevisiae | AID 1875, 2009 | calls only at 12 µM | S. cerevisiae SKY197-pL101 polyadenylation reporter, beta-gal luminescence; efflux-impaired pdr1/pdr3 knockout yeast; score 100 = 6 SD above DMSO | actives 0.02% (n = 300,000);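 active = lowest replicate activity score at least 50, where 100 means six control SD above control mean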;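 note: yeast exposed to compound for 9 h at 30 °C; higher score means more reporter readthrough which indicates perturbed polyadenylation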
GSK3B inh = human GSK3beta kinase inhibitors, primary screen, biochemical, cell-free homogeneous, HTS; Glycogen synthase kinase-3 beta (Homo sapiens), P49841; GST-GSK3beta kinase, ADP-Glo luminescence, 60 min; active compounds read low; activity score (negative = inhibition), % at 10 µM; actives 0.038% (n = 300,000); AID 2097, 2009;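 active = more than half of replicate wells score below -50%, meaning over 50% inhibition versus plate controls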;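 note: 0% = median DMSO wells and -100% = median GW8510 positive control wells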
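test system = GST-tagged human GSK3beta kinase, cell-free | reagent = 25 µM ATP with peptide substrate | dosing = one dose of 10 µM per compound | schedule = 60 min reaction, RT | detection = luminescent ADP-Glo measurement of ADP formed | control set = DMSO neutral wells and GW8510 at 20 µM as positive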
GSK3A inh = blockers of GSK3A enzyme activity – biochemical, luminescence, cell-free homogeneous, HTS, primary screen. Glycogen synthase kinase-3 alpha (Homo sapiens), P49840. GSK-3 alpha kinase, ADP-Glo luminescence, 60 min. inhibition, % at 10 µM. actives 0.1% (n = 320,000);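 in the data active = inhibition above about 50%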;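 note: GST-tagged GSK-3 alpha with peptide substrate and 25 µM ATP; 0% = DMSO neutral wells and 100% = GW8510 positive control wells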
RGS4 block = RGS4 inhibitors, primary screen, cell-based, HEK293 M3R inducible RGS4, calcium flux | Fluo-4 calcium flux; active compounds read high; triggered by carbachol at its EC20 | B-score at 10 µM | actives 0.45% (n = 310,000) | AID 463165, 2010;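 active = B-score, a plate-corrected calcium signal, over three deviations above library mean, with baseline fluorescence within five deviations of library mean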;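 note: RGS4 expression induced by doxycycline in cells with stable M3 receptor; B-score is computed from the integrated fluorescence ratio over baseline after carbachol; higher B-score means a larger calcium signal and so more RGS4 inhibition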
* marks the source's active call; other numbers are inactive results; i = inactive; nt = no result given.

Under each structure: KCNQ1 block, Dyrk1A ADPGlo, hERG protect, KCNQ1 pot, KCNK9 block, RGS4 pot, KCNK3 block, PolyA inh, GSK3B inh, GSK3A inh, RGS4 block
- Cc1ccc(-c2nc(-c3ccncc3)no2)c(Cl)c1
    i, 4, -3, i, i, i, i, i, -1, 0, i
- CC(NC(=O)c1cc(Br)cs1)C1CCCO1 (stereo not drawn)
    i, -1, -8, i, i, i, i, i, 1, -1, i
- Cc1ccc(NC(=O)CSc2ccc(-c3ccccn3)nn2)c(C)c1
    i, -7, -9, i, i, i, i, i, -2, 0, i
- Cc1ccc(-n2c(C)cc(/C=C3\SC(=O)NC3=O)c2C)cc1
    i, nt, -9, i, i, i, i, i, -3, -3, i
- Cc1ccc(C(C)NC(=O)c2ccc3c(c2)OCO3)cc1C (stereo not drawn)
    i, 0, 3, i, i, i, i, i, -1, -2, i
- O=C(NCc1ccco1)C1CC(c2c(Cl)cccc2Cl)=NO1 (stereo not drawn)
    i, -14, -10, i, i, i, i, i, -1, -5, i
- O=C1C(Cl)=C(NS(=O)(=O)c2ccc([N+](=O)[O-])cc2)C(=O)c2ccccc21
    6*, -6, -23, i, i, i, i, i, 0, -2, 8.5*
- CCN(c1ccccc1)S(=O)(=O)c1ccc(Cl)c(NC(=O)CN2C(=O)NC3(CCCC3)C2=O)c1
    i, 12, -12, i, i, i, i, nt, 4, 12, i
- CCSc1nnc(NC(=O)C2CCN(S(=O)(=O)c3ccccc3C(F)(F)F)CC2)s1
    i, 0, -5, i, i, i, i, i, 4, -1, i
- COc1cc(/C=C/C(=O)OCC(=O)NC(=O)NC23CC4CC(CC(C4)C2)C3)ccc1OCC#N
    i, 2, -11, i, i, i, i, i, 2, -2, i
- CC(=O)c1cccc(NC(=O)N2CCCC(C(=O)c3cc(F)ccc3F)C2)c1 (stereo not drawn)
    i, -2, -2, i, i, i, i, i, -5, 1, i
- Cc1ccc(C(=O)NC(=S)Nc2ccc(Oc3ccc(Cl)cc3)cc2)cc1
    i, -8, -2, i, i, i, i, i, 4, 0, i
- CCn1ncc(-c2cc(C(=O)O)no2)c1C
    i, 0, -8, i, i, i, i, i, -6, 0, i
- Cc1c(CC(=O)N[C@@H](C)C(=O)O)c(=O)oc2cc3oc4c(c3cc12)CCCC4
    i, 3, -5, i, i, i, i, i, 1, -3, i
- C/C(=N\NC(=O)c1ccccc1NC(=O)c1ccc(Cl)cc1)c1ccncc1
    i, 11, -5, i, i, i, i, i, -12, 39, i
- O=C(O)C1CSC2(CCN(Cc3ccccc3)CC2)N1 (stereo not drawn)
    i, 1, 0, i, i, i, i, i, 1, nt, i
- N#Cc1ccccc1NC(=O)CC1c2ccccc2Oc2ccccc21
    i, 4, 1, i, i, i, i, i, 6, -2, i
- COCCN1Cc2cccc(C(=O)N3CCN(c4cc(C)ccc4C)CC3)c2C1=O
    i, 0, -19, i, i, i, i, i, 1, -1, i
- Cc1ccc(CC2S/C(=C(/C#N)C(=O)N3CCOCC3)N(c3ccccc3)C2=O)cc1 (stereo not drawn)
    i, -3, -12, i, i, i, i, i, -1, nt, i
- CCS(=O)(=O)c1ccc2c(c1)N(S(=O)(=O)c1ccccc1)CC(C(=O)O)O2 (stereo not drawn)
    i, 4, -7, i, i, i, i, i, 0, -1, i
- O=C(Nc1cccc2ccccc12)C(=O)C1C(=O)Nc2ccccc21 (stereo not drawn)
    i, 8, -14, i, i, i, i, i, -1, 0, i
- CCN(c1ccccc1)S(=O)(=O)c1ccc2[nH]c(=O)c(=O)[nH]c2c1
    i, -5, -4, i, i, i, i, i, -2, 2, i
- COc1ccc(Cn2ccnc2CO)cc1[N+](=O)[O-]
    i, 0, -10, i, i, i, i, i, -1, -2, i
- CC1C(=O)N2CCCc3cc(S(=O)(=O)Nc4ccccc4F)cc1c32 (stereo not drawn)
    i, 7, -12, i, i, i, i, i, -2, -6, i
- COc1ccc(OC)c(C2=NS(=O)(=O)N(C)C(C(=O)Nc3cccc(C(C)=O)c3)=C2)c1
    i, 3, -10, i, i, i, -8.8*, i, 3, -2, i
- O=C(Nc1cccs1)Nc1c(F)c(F)cc(F)c1F
    i, -4, -14, i, i, i, i, i, 4, 1, i
- CN(CCc1cn[nH]c1)Cc1nc(Cc2ccccc2F)no1
    i, -4, -8, i, i, i, i, i, 0, -6, i
- O=C(CCn1cnnn1)Nc1ccc(Cl)c(Cl)c1
    i, 4, -8, i, i, i, i, i, -2, -3, i
- COc1cc(Cl)ccc1OCc1cc(C(=O)N2C[C@H]3CC[C@H]2C3)no1
    i, -9, -11, i, i, i, i, i, -1, 4, i
- C#CCNC(=O)C1=C[C@H](C(C)(C)C)C[C@H](OCc2ccc(CO)cc2)O1
    i, 8, -9, i, i, i, i, i, -22, -4, i
- O=c1c(Oc2ccccc2Br)c(C(F)(F)F)oc2c(CN3CCCC3)c(O)ccc12
    i, -1, -18, i, i, i, i, i, 3, 3, i
- C[N+]12CCCCC1C(COC(=O)c1ccc3c(c1)OCO3)CCC2 (stereo not drawn)
    i, nt, -5, i, i, i, i, i, 0, -5, i
- CCn1c(SCC(=O)NNC(=O)c2ccc(OC)cc2)nnc1-c1ccco1
    i, -3, -11, i, i, i, i, i, 0, -2, i
- CCOC(=O)C1=NN(c2ccc(C)cc2)C2(S1)SC(C(C)=O)=C(C)N2c1ccccc1 (stereo not drawn)
    i, 0, -8, i, i, i, i, i, -4, -3, i
- Cc1cc(C)cc(NC(=O)CN2CCN(c3ccccc3)CC2)c1
    i, -3, 0, i, i, i, i, i, -2, -1, i
- CCCCNC(=O)CSc1nccn1Cc1ccccc1
    i, 3, 1, i, i, i, i, i, 1, -3, i
- CN(C)CCNC(=O)c1cccc(S(=O)(=O)Nc2ccc(F)cc2)c1
    i, -3, -9, i, i, i, i, i, 2, -3, i
- COc1ccccc1CN1CCC(CNS(=O)(=O)c2cc(-c3cc(C)no3)ccc2OC)CC1
    i, 3, -6, i, i, -7.6*, i, i, -1, -3, i
- COc1cccc(CNC(=O)CCC2CCCN(C(=O)c3csc(C(C)C)n3)C2)c1 (stereo not drawn)
    i, 3, -18, i, i, i, i, i, 3, -2, i
- CC(C)(C)C(=O)NC(=S)Nc1ccc(Cl)c(C(=O)O)c1
    i, -2, -11, i, i, i, i, nt, -2, 0, i
- COc1ccc(N(CC(=O)N2CCOCC2)S(C)(=O)=O)c(OC)c1
    i, -8, -1, i, i, i, i, i, 1, -1, i
- COc1cccc(NC(=O)Nc2cnccn2)c1
    i, -2, -8, i, i, i, i, i, -4, nt, i
- CC(=O)c1cccc(NC(=O)COc2ccccc2)c1
    i, 16, -14, i, i, i, i, i, -1, -1, i
- COc1cc(C=O)ccc1OCCOCCOc1ccc(Cl)cc1Cl
    i, 3, -10, i, i, i, i, i, 0, -1, i
- O=C(COc1ccccc1Cl)Nc1ccc(C(=O)O)cc1NC(=O)COc1ccccc1Cl
    i, 7, -10, i, i, i, i, i, 2, -2, i
- CO/N=C/CC(=O)c1cnc(-c2ccccc2)s1
    i, 0, -3, i, i, i, i, i, -3, 0, i
- NS(=O)(=O)c1cc(C(=O)OCC(=O)Nc2ccc(N3CCCCC3)cc2)ccc1Cl
    i, -8, -14, i, i, i, i, i, 0, -1, i
- O=C(CNC(=O)C(c1ccccc1)c1ccccc1)OCC(=O)c1cccs1
    i, -6, -9, i, i, i, i, i, 1, nt, i
- CNc1nc(Nc2ccc(C(C)=O)cc2)nc(OC(C(F)(F)F)C(F)(F)F)n1
    i, 6, -6, i, i, i, i, i, 4, -5, i
- CC1CN(S(=O)(=O)N(C)C)CCN1S(=O)(=O)N(C)C (stereo not drawn)
    i, 1, -10, i, i, i, i, i, 2, -3, i
- Cc1cc(C)cc(NC(=O)CSc2nc3[nH]c(=O)cc(O)c3s2)c1
    i, 3, 0, i, i, i, i, i, 6, -2, i
- O=C(Nc1ccc(-n2cnnn2)cc1)C(c1ccccc1)c1ccccc1
    i, -1, -5, i, i, i, i, i, 3, -3, i
- CCn1ccc(C(=O)N2CCOCC2)n1
    i, 0, -6, i, i, i, i, i, 2, 1, i
- O=C(Nc1ccc(S(=O)(=O)NCc2cccnc2)cc1)c1ccccc1Cl
    i, 2, -9, i, i, i, i, i, 2, -2, i
- COc1cc(C(=O)Nn2c(O)c(C3=c4ccccc4=NC3=O)sc2=S)ccc1O
    i, nt, -15, i, i, i, i, i, -1, nt, i
- COc1ccc(Cl)cc1NC(=O)CN1CCN(Cc2ccccc2)CC1
    i, -5, -1, i, i, i, i, i, 1, 1, i
- CCNC(=O)NNC(=O)C1CC(c2cccs2)=NO1 (stereo not drawn)
    i, 1, -7, i, i, i, i, i, -1, -1, i
- O=C(N=C1SC2CS(=O)(=O)CC2N1c1ccc(F)cc1F)C1CC1 (stereo not drawn)
    i, -4, -7, i, i, i, i, i, 1, -2, i
- COC(=O)c1c(NC(=O)C2CC=CCC2C(=O)O)sc(C)c1C (stereo not drawn)
    i, 5, -9, i, i, i, i, i, 5, -5, i
- CN(CC(=O)Nc1ccc(F)c(F)c1F)C(=O)CCCSc1nc2ccccc2[nH]1
    i, 16, -13, i, i, i, i, i, 0, -3, i
- O=C(CSc1nc2nn(-c3ccccc3)c(=O)c-2c2n1CCCCC2)NCCc1ccccc1
    i, -5, -12, i, i, i, i, i, 1, 0, i

Not all compounds are listed; count on the stated rates, not on these rows.
